GRIN3A LBD mod = modulates the human NR3A ligand-binding domain. NR3A LBD differential scanning fluorimetry, Tm shift; 0% = protein alone, 100% = glycine-bound protein. Tm shift relative to glycine control, % at 25 µM. 340,000 compounds, 2.5% hits. AID 1259313;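 active means melting temperature shift of at least 10% of the positive control shift, at one fixed dose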
tim10-1 inh = inhibits growth of tim10-1 mutant yeast; inhibition, % at 20 µM; AID 463190; 330,000 compounds, 2.2% hits; S. cerevisiae tim10-1 ts strain growth, BacTiter-Glo, 24 h;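 active means inhibition of at least 40%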;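 further: mutant grown at 25 °C; 0% = DMSO wells with yeast and 100% = wells holding no yeast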
TIM10 inh = TIM10 yeast growth inhibition | AID 463195 | 330,000 compounds, 1.4% hits | S. cerevisiae TIM10 strain growth, BacTiter-Glo luminescence, 24 h | inhibition, % at 10 µM;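 active means inhibition of 40% or more at the single tested concentration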;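 further: wild-type TIM10 isogenic control strain grown at permissive 25 °C; 0% = DMSO yeast wells and 100% = minimal medium wells without yeast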
APJ agonist = agonists of human APJ apelin receptor | P35414 | CHO-K1 APJ PathHunter beta-arrestin, luminescence; 0% DMSO wells, 100% apelin | activation, % at 20 µM | 330,000 compounds, 0.11% hits | AID 2520;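 active means activation more than six SD over the plate average, tested at 20 µM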;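 further: 0% = DMSO alone and 100% = apelin-13 at 10 nM; some results filed as inactive read as strong as hits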
Target sequence (P35414 whole entry, looked up): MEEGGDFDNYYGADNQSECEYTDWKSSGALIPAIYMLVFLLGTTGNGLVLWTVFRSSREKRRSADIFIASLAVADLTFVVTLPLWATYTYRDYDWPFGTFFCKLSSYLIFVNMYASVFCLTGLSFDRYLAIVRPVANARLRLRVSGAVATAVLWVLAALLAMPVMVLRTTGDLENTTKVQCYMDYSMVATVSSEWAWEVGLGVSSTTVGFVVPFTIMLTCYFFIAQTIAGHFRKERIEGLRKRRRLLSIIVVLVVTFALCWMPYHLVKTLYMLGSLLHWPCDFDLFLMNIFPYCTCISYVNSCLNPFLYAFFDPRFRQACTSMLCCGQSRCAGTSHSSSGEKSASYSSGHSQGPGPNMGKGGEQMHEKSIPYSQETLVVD
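Assay system: CHO-K1 APJ beta-arrestin complementation cell line / Compound: single test compound dose, 20 µM final, 1% DMSO / Times: overnight seeding, 90 min compound at 25 °C, 1 h detection / Technique: beta-gal luminescence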
MPTP block = permeability transition pore inhibition; isolated mouse mitochondria, Ca2+ swelling absorbance, 30 min; inhibition, % at 10 µM; 360,000 compounds, 1.4% hits;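 active means inhibition of 50% or more, scaled per plate between neutral and stimulator controls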;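 further: 0% = DMSO wells given calcium and 100% = 1 mM EGTA wells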
APJ antag = blocks the human apelin receptor APJ. P35414. CHO-K1 APJ beta-arrestin complementation, luminescence. inhibition, % at 20 µM. 330,000 compounds, 0.32% hits;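 active means inhibition above about 40% at 20 µM, limit read from the data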;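 further: cells challenged with 10 nM apelin-13 agonist together with compound; plate controls were apelin-13 plus DMSO wells for no effect and DMSO wells lacking apelin-13 for full effect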
MIN6 prolif = MIN6 beta-cell proliferation induction; AID 2380; 330,000 compounds, 0.29% hits; proliferation, % at 10 µM; MIN6 cells proliferation, ATPlite luminescence, 48 h; cells starved in 0.2% serum; 100% = growth in 10% serum;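 active means compounds whose signal lies at least 3.5 SD above the mean of all wells on their plate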;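 further: 0% = DMSO-treated cells in low-serum medium and 100% = 10% serum control; some compounds called inactive have numbers as strong as hits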
tim23-1 inh = tim23-1 yeast growth inhibition. 330,000 compounds, 1.3% hits. inhibition, % at 20 µM. S. cerevisiae tim23-1 growth, BacTiter-Glo luminescence, 24 h;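 active means growth inhibition of the mutant yeast at or above 50%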;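 further: temperature-sensitive mutant grown at 25 °C; plate controls were DMSO-treated mutant yeast for no effect and medium wells lacking yeast for full effect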
NLRP3 yeast inh = blocks the NALP3 inflammasome reconstituted in yeast; Yeast reconstituted NLRP3/ASC/caspase-1, beta-gal luminescence, 24 h; 330,000 compounds, 0.39% hits; inhibition, % at 10 µM;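 active means inhibition of 50% or more; inactive means inhibition below 50%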;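 further: plate controls were induced DMSO wells for no effect and uninduced yeast grown without galactose for full effect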
* = called active by the depositor.

SMILES | GRIN3A LBD mod | tim10-1 inh | TIM10 inh | APJ agonist | MPTP block | APJ antag | MIN6 prolif | tim23-1 inh | NLRP3 yeast inh
Oc1ccc2ccccc2c1CN1CCN(C/C=C/c2ccccc2)CC1 | 0 | -11 | -21 | -2 | 2.9 | 2 | -2 | 16 | 11
CC(=O)Nc1ccc(S(=O)(=O)NCCOc2ccc(Cl)cc2C)cc1 | -4 | 7 | 13 | -4 | 0.0 | 17 | 0 | 15 | 2
CC(C)(C)NC(=O)CC1C[C@H](C(=O)N2CCCCC2)[C@@]2(CCc3ccccc3)c3[nH]c4ccccc4c3CCN2C1=O (stereo partly drawn) | -6 | 11 | 0 | -2 | 0.0 | 11 | -5 | 15 | 13
Cc1nc(SCc2cccc(F)c2)c2oc3ccccc3c2n1 | -8 | 5 | -4 | -2 | 2.0 | -10 | -2 | -1 | 25
Cc1ccc(S(=O)(=O)N(C)CC(=O)N/N=C/c2ccc(C)o2)cc1 | -1 | -9 | 11 | -2 | 0.8 | 7 | 0 | 11 | -4
CN(c1ccccc1)S(=O)(=O)c1ccc(-c2ccccc2)cc1 | 2 | 10 | 17 | -4 | 1.0 | 14 | -4 | 42 | 2
Cc1sc(NC(=S)NC(=O)c2cccs2)nc1-c1ccc(CC(C)C)cc1 | -3 | 7 | -7 | -7 | 4.0 | 29 | 6 | 3 | 8
Cn1cc(SCC(=O)NC2CCCCC2)c2ccccc21 | 0 | 5 | 5 | 1 | 0.7 | 20 | 6 | 5 | 24
COc1cccc(CNC(=O)CSCc2cnn(-c3ccccc3)c2-n2cccc2)c1 | 0 | 19 | 19 | -2 | 14 | -15 | -3 | 25 | 19
COc1cccc(NC(=O)c2nc(S(C)(=O)=O)ncc2Cl)c1 | 1 | 20 | 37 | -4 | 4.3 | 36 | -4 | 16 | 22
COc1ccccc1NS(=O)(=O)c1cccc(N=C2N=C(N)c3ccccc32)c1 | -6 | 22 | 9 | -3 | 4.2 | 9 | -4 | -9 | -6
Cc1ccc(S(=O)(=O)N2CCN(C(=O)c3n[nH]c(=O)c4ccccc34)CC2)c(C)c1 | 0 | 12 | -10 | 6 | 0.6 | 11 | 4 | 0 | -4

Reformatted: 4 of the compounds above.
CN(c1ccccc1)S(=O)(=O)c1ccc(-c2ccccc2)cc1
  GRIN3A LBD mod: 2
  tim10-1 inh: 10
  TIM10 inh: 17
  APJ agonist: -4
  MPTP block: 1.0
  APJ antag: 14
  MIN6 prolif: -4
  tim23-1 inh: 42
  NLRP3 yeast inh: 2

Cc1sc(NC(=S)NC(=O)c2cccs2)nc1-c1ccc(CC(C)C)cc1
  GRIN3A LBD mod: -3
  tim10-1 inh: 7
  TIM10 inh: -7
  APJ agonist: -7
  MPTP block: 4.0
  APJ antag: 29
  MIN6 prolif: 6
  tim23-1 inh: 3
  NLRP3 yeast inh: 8

Cn1cc(SCC(=O)NC2CCCCC2)c2ccccc21
  GRIN3A LBD mod: 0
  tim10-1 inh: 5
  TIM10 inh: 5
  APJ agonist: 1
  MPTP block: 0.7
  APJ antag: 20
  MIN6 prolif: 6
  tim23-1 inh: 5
  NLRP3 yeast inh: 24

COc1cccc(CNC(=O)CSCc2cnn(-c3ccccc3)c2-n2cccc2)c1
  GRIN3A LBD mod: 0
  tim10-1 inh: 19
  TIM10 inh: 19
  APJ agonist: -2
  MPTP block: 14
  APJ antag: -15
  MIN6 prolif: -3
  tim23-1 inh: 25
  NLRP3 yeast inh: 19

The list continues.
SMILES | GRIN3A LBD mod | tim10-1 inh | TIM10 inh | APJ agonist | MPTP block | APJ antag | MIN6 prolif | tim23-1 inh | NLRP3 yeast inh
Cc1cc(C)n(-c2nc(-c3ccc(Cl)cc3)cs2)n1 | 3 | 13 | 2 | 3 | 6.9 | -19 | 0 | -7 | -2
CC(OC(=O)c1nn(C(C)C)c(=O)c2ccccc12)C(=O)Nc1ncc(Cl)cc1Cl (stereo not drawn) | -2 | 7 | 3 | -3 | -0.1 | -3 | 1 | -14 | -13
O=C(Cc1ccc(Cl)cc1)NNc1c(F)c(F)cc(F)c1F | -4 | -6 | -25 | -1 | 0.8 | 5 | 0 | -16 | 18
COc1ccc(N(C2=NCCCS2)S(=O)(=O)c2ccc(C(C)(C)C)cc2)cc1 | -2 | 14 | -5 | 0 | -1.4 | 2 | 0 | -3 | 12
COc1ccc2c(c1)C1NC(=S)NC(C)(O2)C1C(=O)Nc1ccc(Cl)cc1 (stereo not drawn) | -8 | 13 | -5 | -2 | -2.3 | 6 | 0 | 6 | 15
c1ccc(CN2CCC(=NNc3nc4ccccc4[nH]3)CC2)cc1 | -6 | -21 | -16 | -4 | 0.1 | -2 | -4 | -3 | 8
CCOC(=O)c1c(C)[nH]c(C(=O)Cn2nnc(-c3ccc(Cl)cc3)n2)c1C | 0 | 5 | 0 | 3 | 14 | -11 | -3 | 0 | 9
Cc1ccccc1Cn1nc(C)c(NC(=O)c2cc(-c3ccco3)on2)c1C | -3 | 5 | -5 | 0 | 2.2 | -1 | -2 | 17 | -2
CN(C)S(=O)(=O)N1CCc2ccc(NC(=O)C3CCCO3)cc2C1 (stereo not drawn) | 0 | -4 | 5 | -1 | 0.3 | -8 | -1 | 1 | 10
Fc1ccc(N2CCN(C(=S)NCc3ccco3)CC2)cc1 | -3 | 25 | 25 | -1 | -1.5 | -4 | 0 | 20 | 26
CCC(C)NC(=O)CSc1nnc(-c2cc(OC)c(OC)c(OC)c2)c(-c2cc(OC)c(OC)c(OC)c2)n1 (stereo not drawn) | 1 | 16 | -6 | -2 | -1.2 | 3 | 0 | -10 | 7
Cc1ccc(CN(C(=O)c2cccs2)C2CCS(=O)(=O)C2)cc1 (stereo not drawn) | -1 | 20 | 6 | -7 | 1.7 | 6 | 4 | 22 | 17
O=S(=O)(c1cnc(Cl)c(Br)c1)N1CCc2ccccc21 | 0 | -37 | -34 | 5 | -1.9 | 5 | -6 | 3 | 19
Cc1ccc(NC(=O)CN2C(=O)N/C(=C/c3ccc(N4CCOCC4)cc3)C2=O)cc1 | -4 | 17 | -25 | -2 | 1.5 | -29 | 0 | -15 | -7
COC(=O)COc1ccc(S(=O)(=O)Nc2ccc(C(N)=O)cc2)cc1C | -1 | 6 | 9 | -3 | -0.4 | 2 | 1 | -5 | -22
CCc1ccc(N(CC(=O)NC2CC2)S(=O)(=O)c2ccc(C)cc2)cc1 | 1 | 5 | 0 | -1 | 0.1 | 2 | 4 | -7 | 15
N#C/C(=C\c1ccc(-c2cccc([N+](=O)[O-])c2)o1)C(=O)NCCN1CCOCC1 | -1 | 2 | 0 | 3 | 0.0 | 5 | -1 | 32 | 13
CC(C)(C)c1ccc(S(=O)(=O)NCCc2ccncc2)cc1 | 0 | 30 | -2 | -1 | -1.8 | 1 | 1 | 34 | 15
COCCn1ccc2c(OCC(=O)Nc3cccc(NC(C)=O)c3)cccc2c1=O | 0 | -1 | 3 | 5 | -0.8 | -2 | -4 | 0 | 12
CN(C)N1C(N)=C(C#N)C(c2ccccc2)C2=C1CC(C)(C)CC2=O (stereo not drawn) | -2 | 11 | 12 | -3 | -0.1 | 15 | 1 | 12 | 19
Cc1ccc(N2CC(C(N)=O)CC2=O)cc1C (stereo not drawn) | 1 | 11 | -13 | -6 | -1.8 | 8 | 1 | -4 | 14
O=C(NCCCn1ccnc1)NC(C(F)(F)F)C(F)(F)F | -1 | -7 | -1 | -2 | -1.7 | 7 | -4 | -2 | 5
CC(C)[N+](C)(C)CC#CC(O)(c1ccccc1)c1ccccc1 | 1 | -17 | -10 | -4 | -0.5 | 14 | 3 | -41 | 28
Cc1nn(C)cc1S(=O)(=O)NCc1ccccc1Cl | 0 | 0 | -2 | -6 | -1.9 | -10 | -2 | 15 | 10

Record cards, as listed above.
CC(C)[N+](C)(C)CC#CC(O)(c1ccccc1)c1ccccc1 reads GRIN3A LBD mod = 1; tim10-1 inh = -17; TIM10 inh = -10; APJ agonist = -4; MPTP block = -0.5; APJ antag = 14; MIN6 prolif = 3; tim23-1 inh = -41; NLRP3 yeast inh = 28
Cc1ccc(N2CC(C(N)=O)CC2=O)cc1C (stereo not drawn) reads GRIN3A LBD mod = 1; tim10-1 inh = 11; TIM10 inh = -13; APJ agonist = -6; MPTP block = -1.8; APJ antag = 8; MIN6 prolif = 1; tim23-1 inh = -4; NLRP3 yeast inh = 14
Cc1nn(C)cc1S(=O)(=O)NCc1ccccc1Cl reads GRIN3A LBD mod = 0; tim10-1 inh = 0; TIM10 inh = -2; APJ agonist = -6; MPTP block = -1.9; APJ antag = -10; MIN6 prolif = -2; tim23-1 inh = 15; NLRP3 yeast inh = 10

Remaining list, next part.
SMILES | GRIN3A LBD mod | tim10-1 inh | TIM10 inh | APJ agonist | MPTP block | APJ antag | MIN6 prolif | tim23-1 inh | NLRP3 yeast inh
Cc1ccc(NC(=O)CSCC(=O)Nc2cccc3ncccc23)cc1 | 3 | 3 | -5 | -3 | -0.3 | 7 | 0 | 9 | 2
Cc1nn(-c2ccccc2C(F)(F)F)c(=O)c2noc(C)c12 | -3 | 2 | 9 | -1 | 1.3 | 12 | -2 | 13 | 21
Cc1ccc(C)c(S(=O)(=O)N2CCN(C(=O)Cn3cnc4c3c(=O)n(C)c(=O)n4C)CC2)c1 | 1 | -11 | -5 | -3 | -0.5 | -9 | -1 | -12 | 2
CC(=O)N1CCc2c(sc(NC(=O)Cc3ccc(C)cc3C)c2C#N)C1 | -4 | -13 | -2 | 2 | -0.5 | 6 | -2 | 4 | 5
CCOc1ccc2[nH]c(=O)c(CN(CCO)Cc3nnnn3CCc3ccccc3)cc2c1 | 0 | 9 | 15 | -1 | 0.3 | 5 | 0 | 11 | 12
CCNC(=O)NC(=O)CSc1ccccc1F | 8 | 9 | 4 | 3 | 0.9 | -16 | 0 | 5 | 15
CCOc1ccc(NC(=O)NCCCn2c(C)nc3cc(C)c(C)cc32)cc1 | -1 | 16 | 2 | -8 | 8.6 | 4 | 0 | 4 | 17
CCSc1nc2c(c(=O)n1CC)SC(C)C2 (stereo not drawn) | 0 | 7 | 8 | -6 | -0.6 | 16 | -3 | -5 | 5
CC(=O)Nc1cccc(/C(C)=N/NC(=O)c2ccc(NS(=O)(=O)c3cccs3)cc2)c1 | 1 | -20 | 28 | 0 | 1.6 | 13 | -2 | 13 | 2
Cc1ccc(C)c(OCc2nnc(SCC(=O)NCc3ccc4c(c3)OCO4)o2)c1 | 0 | 22 | -8 | -1 | 0.5 | 7 | -3 | 32 | 8
CC1(C)OC2OC(COC(=O)c3ccccc3)C3OC(C)(C)OC3C2O1 (stereo not drawn) | -1 | 3 | -11 | -2 | 0.2 | -19 | -4 | 14 | -2
CCC(Oc1ccc(Cl)cc1)C(=O)N1CC(=O)Nc2ccccc21 (stereo not drawn) | 7 | 12 | 4 | -8 | 0.1 | 27 | 3 | 6 | -9
Cc1ccc(NC(=O)Nc2ccc3c(c2)CCC3)cc1C | -7 | 0 | 5 | 3 | 0.3 | -20 | -5 | 5 | 5
O=C(NCc1ccccc1C(F)(F)F)C12CN(Cc3ccccc3)CC1C(c1ccc([N+](=O)[O-])cc1)=NO2 (stereo not drawn) | 0 | -3 | -1 | 6 | 0.4 | -9 | -4 | -6 | 28
NC(=O)NC(Cc1ccccc1)C(=O)NCC1(N2CCCCC2)CCCCC1 (stereo not drawn) | 1 | 5 | 6 | -5 | -0.9 | -2 | 0 | -10 | 9
Cc1c(NC(=O)COC(=O)C2(c3ccccc3F)CCCC2)c(=O)n(-c2ccccc2)n1C | -5 | 8 | -24 | -2 | 2.2 | 6 | -1 | 15 | -1

Screening data from PubChem BioAssay.
